GCN5L2 inh = blocks human GCN5L2 histone acetyltransferase; Q92830; GCN5L2 HAT assay, ThioGlo1 CoA-SH fluorescence; Potency, µM (series often up to 58.9 µM), for inactives: at the top dose activity change, negative = inhibition, usual class: inhibitors; 0.21% of 390,000 active
Target sequence (Q92830 whole entry, looked up): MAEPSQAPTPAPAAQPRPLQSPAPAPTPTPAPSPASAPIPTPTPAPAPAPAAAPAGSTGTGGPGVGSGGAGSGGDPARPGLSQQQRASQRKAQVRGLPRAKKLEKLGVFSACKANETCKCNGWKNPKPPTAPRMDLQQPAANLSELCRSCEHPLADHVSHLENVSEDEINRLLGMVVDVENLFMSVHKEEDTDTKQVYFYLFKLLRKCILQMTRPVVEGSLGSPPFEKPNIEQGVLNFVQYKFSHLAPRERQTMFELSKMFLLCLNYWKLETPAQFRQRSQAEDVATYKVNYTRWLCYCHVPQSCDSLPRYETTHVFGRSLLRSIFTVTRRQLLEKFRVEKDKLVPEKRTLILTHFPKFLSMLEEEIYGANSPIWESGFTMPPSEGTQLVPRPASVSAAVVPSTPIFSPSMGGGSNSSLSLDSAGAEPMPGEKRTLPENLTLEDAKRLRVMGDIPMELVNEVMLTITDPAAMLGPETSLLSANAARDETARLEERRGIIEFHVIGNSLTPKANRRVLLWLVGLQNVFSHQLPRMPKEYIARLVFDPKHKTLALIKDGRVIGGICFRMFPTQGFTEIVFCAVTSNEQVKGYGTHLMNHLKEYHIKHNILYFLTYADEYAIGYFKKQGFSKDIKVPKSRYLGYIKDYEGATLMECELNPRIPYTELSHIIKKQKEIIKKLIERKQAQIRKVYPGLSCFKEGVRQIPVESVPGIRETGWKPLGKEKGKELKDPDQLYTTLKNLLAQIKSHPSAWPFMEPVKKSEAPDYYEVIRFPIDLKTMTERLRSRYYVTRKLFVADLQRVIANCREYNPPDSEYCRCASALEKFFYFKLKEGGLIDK
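Free CoA generated was detected with ThioGlo1 (50uM) fluorescence at Ex340nm/Em540nm, read immediately and after 20 min at room temperature. Enzyme, 20 nM in HEPES pH 7.5 buffer, saw compounds 15 min before adding 75uM H3(1-25) peptide and 70uM acetyl-CoA.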
DT40 TDP1 CPT = growth inhibition of DT40 Tdp1-/-;hTDP1 cells with camptothecin (screen for TDP1 inhibitors) | Potency, µM (top dose mostly 46.2 µM), for the others: at the highest dose activity change, negative = growth inhibition, most hits filed as inhibitors | 12% of 420,000 active | chicken DT40 Tdp1-/-;hTDP1 cells + 20 nM CPT, ATP luminescence, 48 h; further: nearly all actives have a fitted effect of over 55% in size
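Chicken DT40 Tdp1-/- cells complemented with human TDP1, 400 cells/well, exposed to compounds plus 20 nM camptothecin for at least 48 h at 37 C; viability read as ATP content by CellTiter-Glo luminescence.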
TDP1 cell noCPT = qHTS for Inhibitors of human tyrosyl-DNA phosphodiesterase 1 (TDP1): qHTS in cells in absence of CPT. DT40 Tdp1-/- hTDP1 cells, no CPT, ATP luminescence, 48 h. Potency, µM (top dose mostly 46.2 µM), without a hit: at the top dose activity change, negative = growth inhibition, most hits filed as inhibitors. 15% of 420,000 active; further: nearly all actives have a fitted effect of over 55% in size
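Stably hTDP1-transfected Tdp1-null chicken DT40 cells were treated with library compounds minus camptothecin and grown for at least 48 hr at 37 °C, after which cellular ATP was quantified by luminescence.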
An asterisk follows results filed as active; ? = inconclusive; . = not tested or not shown; & = joins results of further samples; ! = not confirmed by another sample. The call rests on the fitted dose curve; in most records, active means well fitted curve in the direction sought with a large enough effect; inconclusive means small, poorly fitted or top-dose-only effect, or another doubt; inactive means no such curve, though single readings can be large; an effect the other way counts as inactive or inconclusive. On the % scale 0 is the no-effect control and ±100 the full control effect; potency means the concentration at half of the fitted maximal effect. An excerpt; rates above refer to the full screens.

SMILES	GCN5L2 inh	DT40 TDP1 CPT	TDP1 cell noCPT
S=C(Nc1ccccc1Cl)N(Cc1ccccc1)Cc1ccccn1	-12%	?	?
Brc1ccc(C2Nc3cccc4cccc(c34)N2)o1	-10%	21µM*	18µM*
O=C(CC1C(=O)NCCN1C(=O)c1ccc(Cl)cc1)Nc1ccc(F)cc1 (centres undefined)	-2%	1%	11%
CC1C[C@@]2(NC(=O)NC2=O)C(C)CN1C (some centres undefined)	0%	1%	-15%
CC1=CCC(C(=O)O)C(C(=O)NC2CCCCC2)C1 (centres undefined)	4%	8%	0%
CC(=C/c1ccco1)/C=N/NC(=O)Cc1cccn1C	-4%	-19%	-22%
Cc1ccc([C@H]2C(C(=O)O)=CC[C@@H](c3ccc(Cl)c(Cl)c3)N2S(=O)(=O)c2ccc(C)cc2)cc1	?	?	?
Cc1cccc(-n2c(Cc3cc(=O)[nH]c(=O)[nH]3)nnc2SCC(=O)N2CCCCC2)c1	-3%	-2%	-1%
Cc1ccc(N2CCN(C(=O)c3ccccc3NC(=O)c3ccccc3C(=O)O)CC2)cc1	-5%	-19%	-9%
COc1ccc([C@H]2N[C@]3(CCCN(Cc4cccn4C)C3=O)[C@H]3C(=O)N(Cc4ccccc4)C(=O)[C@@H]23)cc1	.	-25%	-6%
COc1ccc(OC)c(NC(=O)CSc2nnc(CNC(=O)c3cc(OC)c(OC)c(OC)c3)o2)c1	?	2%	0%
O=C(CCCN1C(=O)c2cccc3cccc(c23)C1=O)N1CCN(Cc2ccc3c(c2)OCO3)CC1	-10%	?	?
CC(C)C(=O)N1CCC2(CC1)Oc1ccc(Cl)cc1C(=O)C21CC(c2ccc(Cl)cc2)=NO1 (centres undefined)	-11%	?	-19%
O=[N+]([O-])c1ccc(-c2ccc(/C=N/O)o2)cc1	-8%	-22%	?
COc1cc(OC)c(NC(=O)c2cc3c(s2)-c2ccc(Cl)cc2SC3)cc1Cl	-10%	0%	-14%
O=S(=O)(c1ccc(-c2csc(=Nc3ccccc3)n2CCCN2CCOCC2)cc1)N1CCOCC1	-4%	?	?
C/C(=N\Nc1nccnc1Cl)c1ccc(O)c(C)c1	-13%	12%	-1%
COc1ccc(S(=O)(=O)N(CCCN2CCCC2=O)Cc2cc3c(C)cc(C)cc3[nH]c2=O)cc1	-1%	?	?
COc1ccc(NC(=O)CN(c2ccc(C)cc2)S(=O)(=O)c2c(C)nn(C)c2C)cc1OC	-7%	-27%	-13%
Cn1c(/C(C#N)=C/c2ccccc2Br)nc2ccccc21	-1%	15µM*	12µM*

Two records picked at random from those above, as already listed:
SMILES	GCN5L2 inh	DT40 TDP1 CPT	TDP1 cell noCPT
COc1ccc(NC(=O)CN(c2ccc(C)cc2)S(=O)(=O)c2c(C)nn(C)c2C)cc1OC	-7%	-27%	-13%
Cc1cccc(-n2c(Cc3cc(=O)[nH]c(=O)[nH]3)nnc2SCC(=O)N2CCCCC2)c1	-3%	-2%	-1%

Continued.
SMILES	GCN5L2 inh	DT40 TDP1 CPT	TDP1 cell noCPT
COCCn1c(C)cc(O)c(C(c2ccc(Cl)cc2)N2CCN(c3ccccc3)CC2)c1=O (centres undefined)	-2%	-12%	-12%
O=C(Cc1ccsc1-c1ccccc1)NO	4%	26µM*	21µM*
Cc1ccc(S(=O)(=O)C=CS(=O)(=O)c2ccc(C)cc2)cc1	.	1µM*	0.73µM*
O=C(CN1C(=O)c2ccccc2S1(=O)=O)c1ccc2c(c1)OCCCO2	-6%	11%	-3%
Nc1c(Cl)ncnc1N/N=C/c1cccc(O)c1	-2%	-18%	-7%
CC(C)Sc1nc2c(c(=O)n1-c1ccc(F)cc1)SCC2	0%	-26%	-29%
O=[N+]([O-])c1cccnc1Oc1ccc(F)cc1	1%	-12%	-5%
Cc1cccc(CCN2C(Nc3ccccc3)=NC[C@@H]2CC(C)C)c1	-4%	18µM*	21µM*
Cc1cccc(N2CCN(S(=O)(=O)c3ccc(-c4cc(C(F)(F)F)on4)s3)CC2)c1C	2%	5%	-14%
O=C(COc1cc2oc(=O)cc(-c3ccccc3)c2cc1Cl)NC(Cc1c[nH]c2ccc(O)cc12)C(=O)O (centres undefined)	-22%	-22%	-6%
CCN(C(=O)Cn1c(=O)oc2cc(S(=O)(=O)N3CCOCC3)ccc21)c1ccccc1	-1%	9%	9%
CN(C)c1ccc(-c2nc(NCCN3CCOCC3)c3ccccc3n2)cc1	-16%	5.8µM*	?
CCCCNS(=O)(=O)c1ccc2nc(SCC(=O)N3CC(C)OC(C)C3)[nH]c2c1 (centres undefined)	-2%	-24%	-22%
CCN1C(=S)SC(=O)C1=C1C=C(C)OC(C)=C1	2%	-9%	?
COCCOC(=O)c1c(C)oc2ccc(OC(=O)c3c(OC)cccc3OC)cc12	1%	?	16µM*
CC(=O)NCc1ccc(-c2csc(-c3cccs3)n2)cc1	1%	-29%	?
CC(C)c1ccc(NC2CCCN(C(=O)CCN3CCCO3)C2)cc1 (centres undefined)	1%	?	1%
Cc1ncc(CN2CCN(Cc3ccc(F)cc3)C(CCO)C2)s1 (centres undefined)	-3%	11%	-6%
COCCN1CC(C(=O)NCCc2nc(C)c(C)s2)CCC1=O (centres undefined)	-2%	-4%	2%
Cc1csc(SCCn2c(Br)nc3c2c(=O)[nH]c(=O)n3C)n1	2%	-22%	-14%
NC(=O)CN1CCN(C2CC(=O)N(CCc3ccccc3)C2=O)CC1 (centres undefined)	0%	6%	23%
COc1cc(NC(=O)CC2C(=O)N(c3cccc(C)c3)C(=O)N2Cc2ccc(F)cc2)cc(OC)c1 (centres undefined)	-1%	?	21µM*
CC(C#N)(Nc1ccc(Cl)cc1)c1cccnc1 (centres undefined)	-1%	3%	-11%
CCc1cccc(C)c1NC(=S)NCc1cccn1C	-3%	21µM*	?
C[C@@H](C(=O)N[C@@H](Cc1c[nH]c2ccccc12)C(=O)O)n1nnc2ccccc2c1=O	-9%	?	-29%
COc1ccc(CNC(=O)c2ccc3nc(-c4ccc(F)cc4)c(-c4ccc(F)cc4)nc3c2)cc1	6%	-20%	-27%
CC1=C(C(=O)Nc2ccccc2)C(c2ccc(F)cc2)n2nc(SCc3cc(C)ccc3C)nc2N1 (centres undefined)	-4%	-17%	-17%
CC(=O)OC1CCC(OC(C)=O)c2c1n([O-])c(C)c(C)[n+]2=O (centres undefined)	-10%	0%	0%
O=[N+]([O-])c1cccc(NC2=NCCC2)c1	-5%	-9%	-3%
CCOC(=O)N1CCC(NC(=O)C2CCN(C(=O)N3CC(C)Oc4ccc(C)cc43)CC2)CC1 (centres undefined)	.	-12%	-26%
COc1ncnc2c1ncn2CCCNCc1ccco1	.	2%	-2%
CCOc1ccc(CCNC(=O)c2cc(C)nc3ccccc23)cc1OCC	-7%	-29%	1%
Cc1cc(=O)n(C(C)Cc2ccccc2)n1C(C)Cc1ccccc1 (centres undefined)	.	?	-17%
Cc1ccc(C(C)C)c(OCC(O)CN2CCc3ccccc3C2)c1 (centres undefined)	-2%	?	?
Cc1ccc(C)c(-c2ccc(=O)n(Cc3ccc(F)cc3Cl)n2)c1	-8%&-14%	18µM*!	?
N#Cc1c(Nc2ccccc2C(F)(F)F)s[nH]c1=O	?	21µM*	21µM*
O=C(c1ccc(Cl)c(S(=O)(=O)N2CCOCC2)c1)N(c1ccccn1)C1CCCCC1	-8%	?	16µM*
CN(C)S(=O)(=O)c1ccc(C(=O)NCC(=O)N/N=C/c2ccccc2Cl)cc1	-7%	-17%	?
O=C1CC(N2CCSCC2)C(=O)N1c1ccccc1 (centres undefined)	0%	20%	-1%
Cc1sc(N)c(C(=O)c2ccccc2)c1C	-3%	?	?

Laid out differently: entries from further up.
smiles | GCN5L2 inh | DT40 TDP1 CPT | TDP1 cell noCPT
O=C(Cc1ccsc1-c1ccccc1)NO | 4% | 26µM* | 21µM*
Cc1ccc(S(=O)(=O)C=CS(=O)(=O)c2ccc(C)cc2)cc1 | . | 1µM* | 0.73µM*
O=C(CN1C(=O)c2ccccc2S1(=O)=O)c1ccc2c(c1)OCCCO2 | -6% | 11% | -3%
Nc1c(Cl)ncnc1N/N=C/c1cccc(O)c1 | -2% | -18% | -7%
CC(C)Sc1nc2c(c(=O)n1-c1ccc(F)cc1)SCC2 | 0% | -26% | -29%

(cont.)
SMILES	GCN5L2 inh	DT40 TDP1 CPT	TDP1 cell noCPT
COc1cccc(C(=O)N(Cc2ccco2)c2ccccn2)c1	-9%	?	?
O=C(Nc1ccccc1)c1ccc2c(c1)OCCO2	-3%	-21%	-17%
CCC(C)N(C(=O)COC(=O)c1nc(Cl)ccc1Cl)C1CCS(=O)(=O)C1 (centres undefined)	-7%	?	-1%
CC(=O)c1ccc(S(=O)c2ccccc2)cc1 (centres undefined)	-5%	4%	-17%
CCN(CC(=O)Nc1ccc(OC)cc1)CC(=O)Nc1ccc(Br)cc1F	-6%	?	-22%
CCOc1ccccc1N1CCN(C(=O)c2c(Cl)cnn2C)CC1	-5%	0%	-16%
O=C1NC2C(NC(=O)N2C2CCCCC2)N1C1CCCCC1 (centres undefined)	-19%	2%	?
CCN(CC(=O)Nc1ccc(C#N)cc1)CC(=O)Nc1ccc2c(c1)OCCO2	.	-18%	?
CCOC(=O)N1CCC(N2C(=O)c3ccc(C(=O)Nc4ccc(OC)cc4)cc3C2=O)CC1	-7%	-2%	1%
CCOc1ccc(C2=Nn3c(nnc3-c3ccccc3)SC2)cc1Cl	-4%	-4%	-19%
Cc1c(NC(=O)Nc2cc(Cl)ccc2Cl)c(=O)n(-c2ccccc2)n1C	-4%	1%	-4%
CSCCC(NS(=O)(=O)c1ccc(Br)cc1)C(=O)OCC(=O)NC1CC1 (centres undefined)	-6%	6%	0%
COc1ccc(C(=O)/C=C/Nc2ccc(S(N)(=O)=O)cc2)cc1OC	-27%	-17%	?
CCC(C)(C)NC(=O)C(c1ccc(F)cc1)N(Cc1ccc(OC)cc1)C(=O)c1cnccn1 (centres undefined)	-3%	-1%	-21%
CCOc1ccc(OCC)c(NS(=O)(=O)c2ccc3c(c2)CCN3C(=O)C2CCC2)c1	-2%&6%	?	-27%&-29%
Cc1ccc(C)c(Nc2cc(C)nc3ccccc23)c1	.	15µM*	16µM*
N#CC1=C(N)N(c2ccc(F)cc2)C2=C(C1c1ccc(O)cc1)S(=O)(=O)CC2 (centres undefined)	-21%	21µM*	?
COc1cccc(NC(=O)c2cccc(N3C(=O)C4CCC(C)CC4C3=O)c2)c1 (centres undefined)	-5%	10%	-7%
CN(C(=O)CSc1ncnc2sc(-c3ccccc3)cc12)C1CCS(=O)(=O)C1 (centres undefined)	-9%	?	?
N[C@H](Cc1ccc(O)cc1)C(=O)O	0%&-9%	13%	5%
C/C(N)=C(/C#N)C(=O)COC(=O)[C@@H](NC(=O)c1ccccc1Cl)C(C)C	-10%	1%	15%
CCCn1c(SCC(=O)c2cc(C)n(C3CC3)c2C)n[nH]c1=O	0%	-8%	-18%
O=C(COc1coc(CN2CCN(c3ccccc3F)CC2)cc1=O)NC1CCCC1	-17%	-4%	?
C/C=C(\C)c1nnc(NC(=O)c2ccco2)s1	-9%	6%	5%
Cc1cccc(OCCNC(=O)c2cc(C3CC3)nc3c2cnn3C(C)C)c1	.	7%	-1%
CN(Cc1cccs1)C(=O)Cc1c[nH]c2ccccc12	5%	-21%	-26%
CC(=O)[C@@H]1[C@@H](C)N(Cc2ccccc2)C(=O)N[C@H]1c1cccc(C(F)(F)F)c1	-9%	-18%	?
CC1(C(=O)O)Oc2cccnc2NC1=O (centres undefined)	1%	-14%	-23%
COc1cc(C2=NOC(C(=O)NCc3cccs3)C2)cc(OC)c1OC (centres undefined)	-11%	2.3µM*	1.6µM*
CN1CCN(CC(O)COc2ccc(C(=O)O)cc2)CC1 (centres undefined)	-6%	-8%	1%
CCc1nc2ccc(C(=O)Nc3cc(-c4ccccc4)ccc3OC)cn2c1N(CC)Cc1cccc(Br)c1	.	?	?
N/C(=N\OC(=O)C12CC3CC(CC(C3)C1)C2)c1ccccc1	18%	-14%	-17%
Cc1ccc(S(=O)(=O)N2CCC[C@H]2C(=O)NC2CCCCC2)cc1	.	?	?
O=S(=O)(NCCSCc1c(Cl)cccc1Cl)c1ccc2c(c1)OCCO2	-4%	?	?
Cc1ccc(NC(=O)c2ccco2)nc1	.	-30%	-26%
O=C(COC(=O)CCCc1nc2ccccc2s1)NC(=O)NCc1ccco1	-13%	0%	-30%
Cc1ccc(NC(=S)NCc2ccc(Cl)cc2)c(OC(F)F)c1	?	?	?

Structural class: the entries above containing a CF3 group
SMILES	GCN5L2 inh	DT40 TDP1 CPT	TDP1 cell noCPT
Cc1cccc(N2CCN(S(=O)(=O)c3ccc(-c4cc(C(F)(F)F)on4)s3)CC2)c1C	2%	5%	-14%
N#Cc1c(Nc2ccccc2C(F)(F)F)s[nH]c1=O	?	21µM*	21µM*
CC(=O)[C@@H]1[C@@H](C)N(Cc2ccccc2)C(=O)N[C@H]1c1cccc(C(F)(F)F)c1	-9%	-18%	?

Screening results (PubChem)
